SUMO1 PPI mod – modulators of SUMO1 protein-protein interactions, primary screen, biochemical, uHTS. Small ubiquitin-related modifier 1 (Homo sapiens), P63165. SUMO1 binding to a labelled peptide, TR-FRET, 1 h. inhibition, % at 20 µM. 360,000 tested, 0.33% active. AID 602429, 2012; in the data active = inhibition above about 37%
Target sequence (P63165 whole entry, looked up): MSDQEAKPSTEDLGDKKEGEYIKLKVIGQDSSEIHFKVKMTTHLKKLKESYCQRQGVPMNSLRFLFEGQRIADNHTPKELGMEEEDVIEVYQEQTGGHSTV
STEP inh – STEP phosphatase inhibitors, primary screen, biochemical, fluorescence intensity, uHTS; Tyrosine-protein phosphatase non-receptor type 5 (Homo sapiens), P54829; recombinant STEP, OMFP fluorogenic substrate; inhibition, % at 20 µM; AID 588621, 2011; 360,000 tested, 0.25% active;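 active = inhibition at 20 µM, scaled per plate between control wells, above about 37%, limit read from the data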;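 also: 0% = DMSO with enzyme and substrate and 100% = substrate only without enzyme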
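Test system: STEP tyrosine phosphatase / Reagent: OMFP at 25 µM / Doses: 20 µM, 1% DMSO / Read-out: percent inhibition scaled to no-enzyme and uninhibited-enzyme controls, plate-pattern corrected / Detection: FITC-channel fluorescence of OMFP product / Medium: Bis-Tris buffer pH 6.0, 2.5 mM DTT, 0.005% Tween 20 / Schedule: 20 min at room temperature, dark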
Rpn11 block – Rpn11 (PSMD14) deubiquitinase inhibitors, primary screen, biochemical, fluorescence polarization, uHTS; human 26S proteasome, Ub4-pepOG fluorescence polarization; 20S core pre-blocked with epoxomicin; 360,000 tested, 0.59% active; calls only at 20 µM; AID 588493, 2011;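 active = inhibition at 20 µM, scaled to each plate's controls, above about 33%, limit read from the data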
CSN deneddyl inh – inhibitors of CSN-mediated cullin deneddylation, primary screen, biochemical, fluorescence polarization, uHTS | COP9 signalosome complex subunit 5 (Homo sapiens), Q92905 | Purified CSN, SCF-Nedd8-OG deneddylation | inhibition, % at 12.5 µM | 360,000 tested, 0.38% active | AID 651999, 2013;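 active = pattern-corrected inhibition above about 35%, with an unprinted fluorescence ratio check between 0.5 and 1.5, limit read from the data, passing the limit was not always enough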;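 also: 0% = enzyme with substrate and 100% = substrate without enzyme; some results filed as inactive read as strong as hits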
Target sequence (Q92905 whole entry, looked up, one chain of several): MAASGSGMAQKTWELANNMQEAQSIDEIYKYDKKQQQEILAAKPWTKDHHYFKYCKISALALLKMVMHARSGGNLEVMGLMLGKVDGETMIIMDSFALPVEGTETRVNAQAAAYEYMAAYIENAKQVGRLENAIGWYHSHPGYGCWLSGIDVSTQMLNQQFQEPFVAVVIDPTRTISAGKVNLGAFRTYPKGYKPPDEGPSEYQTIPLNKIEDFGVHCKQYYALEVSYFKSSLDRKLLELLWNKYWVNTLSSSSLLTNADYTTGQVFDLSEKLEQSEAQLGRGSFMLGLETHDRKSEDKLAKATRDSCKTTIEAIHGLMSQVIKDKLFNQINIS
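Assay system: purified human Csn5 enzyme expressed in HEK293T cells; Input: 0.24 nM Csn5 enzyme, final concentration; Reagent: 10 nM SCFSkp2-Nedd8OG; Compound dosing: 12.5 µM single point; Times: reaction 90 min, room temperature; Technique: fluorescence polarization readout.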
LMPTP inh – LMPTP phosphatase inhibitors, primary screen, biochemical, fluorescence intensity, uHTS | Low molecular weight phosphotyrosine protein phosphatase (Homo sapiens), P24666 | recombinant LMPTP-A, OMFP fluorogenic substrate | inhibition, % at 20 µM | 360,000 tested, 0.22% active | AID 651560, 2012;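 active = compounds that cut the enzyme signal by at least half of the control window in the single-dose screen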;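 also: plate controls were DMSO wells with enzyme plus substrate for no effect and substrate without enzyme for full effect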
Target sequence (P24666 whole entry, looked up): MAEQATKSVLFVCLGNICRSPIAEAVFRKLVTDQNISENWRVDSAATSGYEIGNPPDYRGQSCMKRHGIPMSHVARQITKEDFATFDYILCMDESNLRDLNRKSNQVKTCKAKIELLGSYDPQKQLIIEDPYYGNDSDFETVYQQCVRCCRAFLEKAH
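Test system – LMPTP-A phosphatase enzyme · Quantity – 0.625 nM LMPTP-A final · Reagent – OMFP substrate, 400 µM final · Dosing – one test concentration per compound, 20 µM, with 3% DMSO overall · Timing – 50 min enzyme reaction at room temperature, protected from light · Detection – fluorescence intensity · Controls – substrate-only low control, DMSO enzyme-plus-substrate high control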
NadD inh – inhibitors of S. aureus NadD, primary screen, biochemical, colorimetric, uHTS; Nicotinate-nucleotide adenylyltransferase NadD (Staphylococcus aureus N315); purified NadD enzyme, colorimetric absorbance read-out; inhibition, % at 20 µM; 360,000 tested, 0.78% active; in the data active = inhibition above about 26%; also: some compounds past the cut are filed as inactive
TbMetRS inhib – T. brucei MetRS inhibitors, primary screen, biochemical, luminescence; methionyl-tRNA synthetase (Trypanosoma brucei brucei); purified T. brucei MetRS, ATP depletion, Kinase-Glo luminescence; inhibition, % at 11.9 µM; 360,000 tested, 0.4% active; AID 624268, 2012;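 active = inhibition above a per-plate cutoff of the control wells' mean inhibition plus 3 SD, cut at about 5.5% in these data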;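 also: 0% = DMSO wells median and 100% = median of wells with control inhibitor compound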
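Dosing: 11.9 µM single point; system: parasite MetRS enzyme; technique: luminescence of leftover ATP; times: 15 min enzyme-compound preincubation, 2 h reaction, 10 min detection, 25 °C; replicates: each compound tested once; read-out basis: percent inhibition relative to median high and low control wells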
DNMT1 inh – human DNMT1 methyltransferase inhibitors, primary screen, biochemical, molecular beacon, fluorescence, HinP1I cleavage, uHTS. DNA (cytosine-5)-methyltransferase 1 (Homo sapiens), P26358. inhibition (reported as % activation of signal), % at 10 µM. 360,000 tested, 0.83% active; in the data active = inhibition above about 50%
MsrA inh – bovine MsrA enzyme inhibitors, primary screen, biochemical, absorbance, HTS. Methionine sulfoxide reductase A (Bos taurus). purified bovine MsrA, absorbance read-out. inhibition, % at 15.5 µM. 360,000 tested, 0.75% active. AID 651718, 2012; in the data active = inhibition above about 4.5%;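 also: 0% = vehicle wells with enzyme and 100% = reference inhibitor wells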
Scp1 inh – Scp-1 phosphatase inhibitors, primary screen, biochemical, colorimetric, uHTS | Carboxy-terminal domain RNA polymerase II polypeptide A small phosphatase 1 (Homo … | Recombinant Scp1, phosphopeptide, malachite green phosphate absorbance | inhibition, % at 20 µM | 340,000 tested, 0.88% active | AID 493091, 2011;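 active = inhibition above about 50% at 20 µM, limit read from the data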;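 also: plate controls were DMSO wells with enzyme for no effect and wells lacking enzyme for full effect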
Target sequence (Q9GZU7 76-261 limits assumed): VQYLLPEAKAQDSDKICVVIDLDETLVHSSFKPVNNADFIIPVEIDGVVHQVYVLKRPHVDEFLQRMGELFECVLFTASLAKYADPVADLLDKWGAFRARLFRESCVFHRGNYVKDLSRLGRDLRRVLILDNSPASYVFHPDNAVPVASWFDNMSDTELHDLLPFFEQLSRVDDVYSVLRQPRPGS
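Test system – truncated SCP-1 phosphatase (76-261aa) · Reagent – Phosphorylated 17-residue peptide substrate · Incubation – 45 min room-temperature reaction, 5 min colour, 30 min stabiliser · Detection – colorimetric phosphate reagent with accelerator and stabiliser, absorbance at 630 nm · Measure – % inhibition at 20 µM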
An asterisk follows results filed as active; i = inactive; x = no result given; & = joins results of further samples.

SUMO1 PPI mod	STEP inh	Rpn11 block	CSN deneddyl inh	LMPTP inh	NadD inh	TbMetRS inhib	DNMT1 inh	MsrA inh	Scp1 inh	structure
1	2	i	1	-1.8	-5	-0.3	1	0.0	-9	O=C(NC1CCCCC1)C(c1ccccn1)N(C(=O)c1csnn1)c1ccccc1F (stereo not drawn)
-5	0	i	2	-1.1	-2	-0.5	0	-0.1	-13	C=CCNC(=S)Nc1cccc2ccccc12
-1	-2	i	2	0.9	3	0.5	-1	1.6	-6	c1ccc(-c2nc(-c3cccs3)[nH]c2-c2ccccc2)cc1
2	3	i	-3	1.2	0	-1.0	-3	1.6	-5	Cc1ccc(C)c(N(CC(=O)NCc2ccc3c(c2)OCO3)C(=O)CCC(=O)Nc2ccccn2)c1
-1	2	i	-1	1.5	3	-0.5	-6	-0.1	-9	COC(=O)COc1ccc(NC(=O)Cn2nc(-c3ccccc3)c3ccccc3c2=O)cc1
0	-4	i	-2	-3.3	2	-0.3	1	-0.4	-8	O=C(CN1CCN(CC(=O)Nc2ccccn2)CC1)Nc1ccccn1
11	3	i	0	-2.7	-4	0.0	6	0.1	x	COCCN1C[C@@H](CO)O[C@@H](n2cnc3c(NC(C)C)ncnc32)C1
0	2	i	-3	-0.8	-6	-0.5	2	-0.1	-12	Cc1ccnc2nc(C(=O)OC(C)C(=O)NCc3ccccc3)nn12 (stereo not drawn)
0	-2	i	2	-0.7	-2	-0.8	-1	2.0	3	CN(C)CCCn1c(=S)[nH]c2ccccc2c1=O
20	6	i	4	2.5	0	0.9	-3	0.6	15	CSc1nc(Nc2ccc(Cl)cc2)c(C#N)c(=O)[nH]1
2	-1	i	-3	-1.9	8	-0.6	3	-1.7	-8	Cn1c(C(=O)Nc2ccc(Cl)cc2)cc2cc(Cl)ccc21
-11	2	i	5	-1.9	-1	-0.3	2	-0.1	x	CCCCNC(=O)c1nc(-c2ccncc2)oc1-c1ccccc1
-2	-2	i	1	-0.6	-9	-0.7	0	-0.6	-7	CCN(CC)S(=O)(=O)c1cccc(S(=O)(=O)N2CCCCC2)c1
3	1	i	3	-0.6	-1	-0.1	0	-1.1	x	O=S(=O)(c1ccc(NC(=S)N2CCCCC2)cc1)N1CCCCC1
4	2	i	1	0.8	-1	-0.5	1	-0.8	-4	Cc1ccsc1C(C(=O)NC(C)(C)C)N(C(=O)c1csnn1)c1ccccc1 (stereo not drawn)
-3	-4	i	-5	0.1	-5	-1.3	1	0.0	-2	O=C(NCCc1ccc(F)cc1)c1cccs1
32	0	i	11	25	16	-1.1	51*	1.9	0	Nc1nc(-c2ccco2)c(-c2ccco2)s1
4	-5	i	2	-0.2	2	-0.5	2	-0.2	5	O=C(CN(C(=O)Cn1nnc(-c2cccs2)n1)c1ccc2c(c1)OCCO2)NCC1CCCO1 (stereo not drawn)
7	x	x	4	0.7	44*	-1.3	x	-0.2	x	O=C1NC[C@@H](CCCCN2C[C@H](Cc3ccc(O)cc3)N(CCC3CCCCC3)C(=O)C2=O)N(CC2CCCCC2)C1=O
1	0	i	1	0.1	6	-0.3	-1	-1.9	-5	CC(C)(C)c1ccc(S(=O)(=O)C(C)(C)C)cc1
-28	-2	i	-1	-2.7	-1	-0.3	0	-0.2	0	O=C(O)c1cccc2c1-c1ccc(Cl)cc1C2=O
-7	9	i	-3	9.9	7	0.0	34	0.7	12	O=c1[nH]n2c(=O)c3c([nH]c2c1N=Nc1ccccc1)CCC3
0	0	i	3	-1.0	-2	0.2	0	0.0	-12	O=C(O)c1ccc2nnn(O)c2c1
-1	-1	i	1	-1.6	4	-0.5	3	0.5	4	COc1ccc(CC(=O)N2CCOCC2)cc1
1&0	3&2	i	2&-5	-1.9&-3.3	-8&-3	-0.9&-0.4	1&0	0.2&0.1	-4&-5	CC1CC(C)(C)NC(=S)O1 (stereo not drawn)
-2	2	i	-3	3.8	0	0.1	26	0.8	-3	NC(=O)CC(NC(=O)Cc1ccc(Br)cc1)c1ccc(N2CCN(c3ccccc3)CC2)c([N+](=O)[O-])c1 (stereo not drawn)
3	-3	i	0	1.3	-4	-1.0	-1	0.3	-4	CC/C(=N/N=C(/CC)c1ccc(O)cc1)c1ccc(O)cc1
3	0	i	-8	-0.4	-3	0.0	1	-0.3	-5	Cc1ccc(-n2nnnc2-c2ccccc2)cc1
-1	1	i	-4	-0.6	-3	-0.9	5	13*	-2	O=C(c1ccco1)c1cc2c(ccc3ccccc32)oc1=O
-1	-2	i	-5	-0.3	-4	-0.3	2	0.6	0	COc1ccc(NC(=O)CN2C(=O)COc3ccc(S(=O)(=O)N4CCOCC4)cc32)c(OC)c1
-21	0	i	3	-0.5	3	0.2	-1	0.9	0	Cn1cncc1C#Cc1c(C=O)n(C)c2ccccc12
1	2	i	-7	1.0	-6	-0.1	0	-0.2	5	C/C=C/c1ccc(OCC(=O)OCC2=C(C(=O)OCC)C(C)NC(=O)N2)c(OC)c1 (stereo not drawn)
-1	2	i	-2	3.7	0	-0.4	-5	0.6	8	COc1ccc(CN2CCC3CC2c2cc(-c4cccc(C)c4)ccc23)cc1 (stereo not drawn)
-2	-1	i	-2	-1.5	-7	-0.8	0	-1.1	-6	COCCNC(=O)CCN1N=C(c2ccccc2)CCC1=O
-1	-4	i	1	0.8	-5	-0.3	0	1.6	9	CCCc1cc(=O)oc2cc(C)cc(OCC(=O)NC3CCN(Cc4ccccc4)CC3)c12
3	5	i	0	-0.6	7	-0.5	2	0.1	-1	COc1ccc(C(=O)NC(=S)N2CCN(c3ccccc3OC)CC2)cc1OC
7	-1	i	4	-1.1	-1	-0.3	-5	-0.8	-3	O=C(NNC(=O)c1ccc(Cl)c(S(=O)(=O)Nc2ccc(Cl)cc2)c1)c1ccc(=O)[nH]c1
-13	-1	i	2	1.2	6	0.3	-3	1.6	15	COc1cc(NC(=O)COC(=O)CNC(=O)c2cc(C)cc(C)c2)c(C)cc1[N+](=O)[O-]
0	2	i	-2	0.2	-9	-0.9	6	0.9	-9	Cc1sc2c(c1C)C(=O)/C(=C\Nc1ccccn1)S(=O)(=O)N2C
3	0	i	-1	2.3	-7	0.6	1	1.2	-7	CCC(C(=O)NCCc1ccc(OC)c(OC)c1)n1nc(C)n2c(cc3occc32)c1=O (stereo not drawn)
5	2	i	-7	-0.5	-4	-0.2	-5	-0.9	1	COC(=O)c1ccc2nc(C(F)(F)F)[nH]c2c1
0	-2	i	0	1.5	2	0.0	0	-0.3	-5	COc1ccc(OC)c(NC(=O)CS(=O)(=O)c2cn(CC(=O)N3CCOCC3)c3ccccc23)c1
-2	0	i	-2	-0.1	7	-0.6	4	-0.7	-4	CCc1ccccc1NC(=O)Nc1ccc2c(c1)OCO2
-6	12	i	10	21	16	-0.2	93*	2.7	90*	C=CCn1c(O)c(N=NC(=O)CNC(=O)/C=C/c2ccco2)c2ccccc21
-2	0	i	-1	-0.5	3	0.0	4	-0.4	-4	CNC(=O)c1ncnnc1N(C)C(=O)NCc1ccccc1
-1	-5	i	-2	-0.5	11	-0.2	0	-0.5	-6	O/N=C(\COc1ccccc1O)c1ccccc1
-6	1	i	-2	1.4	2	0.0	0	0.2	-7	COc1ccc(OC)c(C2CC(c3ccc(NS(C)(=O)=O)cc3)=NN2C(=O)c2ccccc2)c1 (stereo not drawn)
-2	-2	i	1	0.9	-8	-0.6	1	0.4	-8	O=C(Nc1ccccc1C(=O)NCc1ccc(Cl)cc1)c1ccco1
0	1	i	-10	-0.6	26	-0.8	2	-0.1	-1	COc1ccc(OC)c(NC(=O)C(=O)NNC(=O)COc2ccc(Br)cc2C)c1
-3	-7	i	1	-1.7	-2	0.0	9	0.3	-1	Cn1c(=O)[nH]c(=O)c2c1nc(Br)n2CCCCSc1nc2ccccc2o1
18	1	i	-2	0.7	-1	-0.4	16	1.2	36	O=C(COC(=O)C1CC1)Nc1ncc(Cl)cc1Cl
0	0	i	6	0.7	-2	-0.5	-1	1.4	-4	COc1ccc(C(=O)N2CCNC(=O)C2CC(=O)Nc2cccc(Cl)c2Cl)cc1 (stereo not drawn)
-6	-2	i	1	0.0	-1	-0.5	5	1.0	3	O=C(NCc1cccc(Cl)c1)C1CCC(=O)N(CC2CCCCC2)C1 (stereo not drawn)
0	0	i	-3	-1.9	-3	-1.6	5	0.1	-8	COc1ccc(-n2c(Cc3cc(=O)[nH]c(=O)[nH]3)nnc2SCC(=O)NC2CCCC2)cc1
-9	-4	i	4	-0.1	-2	-0.2	5	1.4	-10	CCOC(=O)C1=C(O)C(=O)C(C(=O)OCC)C1 (stereo not drawn)
6	3	i	-2	0.2	0	0.0	1	-0.2	x	COc1ccc(NC(=S)N2CCC3CC2c2c(Cl)cccc23)c(OC)c1 (stereo not drawn)

MsrA inh, hit marks shown above
SUMO1 PPI mod	STEP inh	Rpn11 block	CSN deneddyl inh	LMPTP inh	NadD inh	TbMetRS inhib	DNMT1 inh	MsrA inh	Scp1 inh	structure
-1	1	i	-4	-0.6	-3	-0.9	5	13*	-2	O=C(c1ccco1)c1cc2c(ccc3ccccc32)oc1=O

Three compounds from above, ordered by the value under Scp1 inh, lowest first:
SUMO1 PPI mod	STEP inh	Rpn11 block	CSN deneddyl inh	LMPTP inh	NadD inh	TbMetRS inhib	DNMT1 inh	MsrA inh	Scp1 inh	structure
0	0	i	-3	-1.9	-3	-1.6	5	0.1	-8	COc1ccc(-n2c(Cc3cc(=O)[nH]c(=O)[nH]3)nnc2SCC(=O)NC2CCCC2)cc1
-2	-1	i	-2	-1.5	-7	-0.8	0	-1.1	-6	COCCNC(=O)CCN1N=C(c2ccccc2)CCC1=O
-6	12	i	10	21	16	-0.2	93*	2.7	90*	C=CCn1c(O)c(N=NC(=O)CNC(=O)/C=C/c2ccco2)c2ccccc21

Source: PubChem (several laboratories)
